# Assay outcomes as filed in PubChem.
# FXIIa inh 1536 – blocks human coagulation factor XIIa protease activity. purified FXIIa, Boc-QGR-AMC fluorogenic substrate, 2 h. inhibition, % at 5 µM. actives 0.3% (n = 220,000). AID 800; in the data active means inhibition above about 40%;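 further: 0% = enzyme with no compound and 100% = blank without enzyme; many of its hits are not listed in these tables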
# hK5 inh – kallikrein 5 (human) inhibition. Q9Y337. recombinant hK5, fluorogenic AMC substrate cleavage. inhibition, % at 5 µM. actives 0.59% (n = 210,000);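 active means inhibition of 40% or more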;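 further: 0% = enzyme controls without compound and 100% = no-enzyme blanks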
# Mdm2 ligase inh – blocks human Mdm2 ubiquitin ligase activity; Q00987; cell-based MDM2 ubiquitination luciferase reporter, 2 h; 0 = plate control, 100 = twice control, blank-subtracted; signal enhancement, % at 5 µM; actives 0.11% (n = 210,000); AID 1230;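 active means signal enhancement of 30% or more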;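 further: luminescence tracks abundance of the self-degrading MDM2-luciferase fusion protein; higher signal means inhibition of MDM2 E3 ligase activity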
#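 Material: Stable MDM2–luciferase fusion reporter cells | Amount: 2000 cells seeded into each well | Dosing: One concentration, 5 µM, with 0.2% DMSO | Incubation: 4 h cell settling then 2 h compound exposure, 37 °C | Measured by: Luciferase luminescence | Read-out basis: % enhancement relative to plate controls after blank subtraction | Benchmarks: Control and blank well means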
# Rad51 HR inh – Rad51 (human) homologous recombination inhibition; inhibition, % at 10 µM; Q06609; hRad51 DNA strand exchange, fluorescence dequenching; actives 0.085% (n = 200,000);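 active means inhibition above 40% at the single screening dose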;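 further: 0% = DMSO control wells and 100% = blanks with heterologous ssDNA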
#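 material = hRad51 filaments on single-stranded DNA | reagent = Donor/quencher-labelled 47-bp dsDNA substrate | compound = 10 µM final, single point | schedule = strand-exchange reaction 15 min at room temperature | measured by = fluorescein emission 520 nm, excitation 485 nm | read-out basis = % inhibition versus plate control and blank means | benchmarks = plate controls and plate blanks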
# eIF4E 4G PPI – blocks eIF4E binding to eIF4G; P63073+Q04637; TR-FRET eIF4E-eIF4GI(517-606) binding, 2 h; inhibition, % at 21.7 µM; actives 0.37% (n = 220,000); AID 782;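 active means inhibition above about 30%, limit read from the data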;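 further: 0% = full FRET control wells and 100% = background wells lacking eIF4GI fragment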
# p97 inhibitor – human p97 ATPase inhibition. inhibition, % at 8 µM. recombinant p97 ATPase, Kinase-Glo ATP luminescence, 3 h. actives 0.42% (n = 220,000). AID 1481; in the data active means inhibition above about 15%;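 further: 0% = DMSO vehicle and 100% = wells lacking enzyme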
# Wee1 stabilizer – inhibitors of human Wee1 degradation. HeLa Luc-Wee1K328M stability, luciferase luminescence; 100% = proteasome inhibitor MG132 effect. reporter increase, % at 5 µM. actives 1.2% (n = 220,000). AID 1321;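 active means activation above the mean of all tested compounds plus 3 SD, set per screening run, cut at about 8.8% in these data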;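 further: cells exposed to compound for 20 h before luminescence read; 0% = DMSO alone and 100% = MG132 at 30 µM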
# FXIa inh – blocks human coagulation factor XIa protease activity; inhibition, % at 5 µM; actives 0.14% (n = 220,000); P03951; purified FXIa, Boc-Glu-Ala-Arg-AMC fluorogenic substrate;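 active means inhibition of at least 40%; inactive means inhibition below 40%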;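 further: fluorescence of freed AMC excited at 355 nm; 0% = enzyme without compound and 100% = no enzyme blank; many of its hits are not listed in these tables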
# 14-3-3 Bad inh – disrupts binding of bovine 14-3-3 zeta to phospho-Bad peptide; P63103; TR-FRET 14-3-3zeta/Dy647-pBad peptide displacement, 1 h; inhibition, % at 21.7 µM; actives 0.71% (n = 220,000); AID 781;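 active means inhibition above about 70%, limit read from the data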;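 further: 0% = full 14-3-3 plus peptide FRET controls and 100% = background without 14-3-3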
# Starred values were filed as active, the others as inactive; / = no result given; [ ] = dose if it differs, or a comment.
SMILES,FXIIa inh 1536,hK5 inh,Mdm2 ligase inh,Rad51 HR inh,eIF4E 4G PPI,p97 inhibitor,Wee1 stabilizer,FXIa inh,14-3-3 Bad inh
COc1ccc(Br)cc1C(=O)NC(=S)Nc1cc(-c2nc3ccccc3[nH]2)ccc1C,5,-7,-5,7,3,-1,0,-2,7
COc1cc2nc(CN3CCOCC3)n(CC(=O)NCC(F)(F)F)c(=O)c2cc1OC,-2,-1,-6,-7,5,3,1,-7,0
CCCC1=C(C(=O)OCC)C(c2ccco2)C(C#N)=C(N)O1 (stereo not drawn),5,/,-9,/,3,3,-2,-2,-4
CC1(C)CC(=O)C=C(NCc2ccncc2)C1,5,15,8,-10,0,2,3,0,-7
C=CCNCCCCOc1c(Cl)cc(C)cc1Br,6,1,-29,-5,-1,1,0,-5,27
COCCSc1nnc(NC(=O)C2CC(=O)N(c3ccccc3)C2)s1 (stereo not drawn),6,1,7,/,-1,4,-1,-1,-5
Cc1cccc(C)c1NC(=O)C1NC(=O)CC1c1ccccc1 (stereo not drawn),-2,-33,-13,5,-2,6,-3,-6,5
CCN(CC)S(=O)(=O)c1cc(C)ccc1SC,1,-10,-34,3,-2[fluorescence artefact?],0,0,-3,11
CC(C)(C)c1nn2cnnc2n(/N=C/c2ccc(O)cc2)c1=O,13,-22,/,/,-6,2,4,8,-4
O=C(NCc1cccc(C(F)(F)F)c1)C1CC(c2cccc(F)c2)=NO1 (stereo not drawn),7,-1,15,-6,-7,/,/,0,-6
O=S(=O)(Nc1ccccn1)c1cccs1,1,-3,7,7,4,8,-1,-3,8
CCCc1ccc(C(=O)NC(=O)c2ccccc2O)cc1,4,-8,-41,2,1,5,3,1,-2
Cc1cc(N(CN2CCCC2=O)C(=O)c2ccc(OC(C)C)cc2)no1,7,6,-25,5,3,2,1,4,-19
COCCN(C(=O)CNC(=O)c1ccco1)C(C(=O)NC1CCCCC1)c1cccc(OC)c1 (stereo not drawn),17,11,-11,8,-5,-3,-2,6,1
CC(C)CC(NC(=O)C(COCc1ccccc1)NC(=O)OC(C)(C)C)C(=O)NN (stereo not drawn),4,-10,-10,10,7,0,0,-6,-4
CCC(C)(C)NC(=O)C(c1ccc(OC)cc1)N(CCOC)C(=O)CCC(=O)Nc1nccs1 (stereo not drawn),10,8,-5,3,-2,-1,2,0,-7
O=C(O)c1ncsc1-c1ccccc1,0,-1,-12,-11,1,-3,1,-2,-3
Nc1c(C(=O)NCc2ccco2)c2nc3ccccc3nc2n1CCc1ccccc1,7,-27,-7,/,8,18*,-2,8,2[fluorescence artefact?]
Cn1c(=O)c2[nH]cnc2n(-c2ccccc2)c1=O,12,-15,-8,18,-13[fluorescence artefact?],4,-1,-7,-10[fluorescence artefact?]
Cc1ccc(NC(=S)N(CCCN2CCOCC2)Cc2cccs2)c(C)c1,8,-19,-10,-1,-1,-3,-1,-7,-2
Cc1ccc(C(=O)O)cc1S(=O)(=O)N1CCCC1,21,-14,-13,-1,-19,4,0,7,9
O=C(Cc1ccccc1)N1CCC(C(=O)N2CCN(c3ccc(F)cc3)CC2)CC1,12,16,-15,0,-4,-4,-1,11,-15
Cc1cc(=O)oc2cc(NC(=O)CCC(=O)O)ccc12,7,-33,-6,9,-1,-1,2,1,34
COC(=O)c1sc(N)c(C(=O)OC)c1CSc1nnnn1C,7,3,-12,/,-6,-2,1,-1,5
Cc1cccc(OCCn2nc(C(=O)O)c3ccccc3c2=O)c1,12,2,-1,15,6,-7,1,-1,1
CCCCC1=NN(C(=O)c2ccncc2)C(O)(C(F)(F)F)C1 (stereo not drawn),8,20,-18,5,-4,-2,1,-7,-6
COc1ccc(-n2nnnc2SCC(=O)Nc2ccc3c(c2)OCCO3)c(OC)c1,4,2,-11,-6,9,-1,0,-4,1
Cc1cc2oc(C(=O)Nc3ccc(S(=O)(=O)Nc4onc(C)c4C)cc3)cc(=O)c2cc1Cl,0,-2,3,18,-7,0,0,-3,3
COc1ccc(NC(=O)C(c2ccccc2)N2CCN(c3ccccn3)CC2)cc1Cl (stereo not drawn),15,17,-15,/,4,1,1,-1,2
COC(=O)c1ccc(CSc2nc3ccccc3o2)cc1,12,-4,-84,-1,8,-1,-1,-1,10

# Pulled by structure from the list above:
SMILES,FXIIa inh 1536,hK5 inh,Mdm2 ligase inh,Rad51 HR inh,eIF4E 4G PPI,p97 inhibitor,Wee1 stabilizer,FXIa inh,14-3-3 Bad inh
Cc1cc(=O)oc2cc(NC(=O)CCC(=O)O)ccc12,7,-33,-6,9,-1,-1,2,1,34
CCC(C)(C)NC(=O)C(c1ccc(OC)cc1)N(CCOC)C(=O)CCC(=O)Nc1nccs1 (stereo not drawn),10,8,-5,3,-2,-1,2,0,-7

# (continued)
SMILES,FXIIa inh 1536,hK5 inh,Mdm2 ligase inh,Rad51 HR inh,eIF4E 4G PPI,p97 inhibitor,Wee1 stabilizer,FXIa inh,14-3-3 Bad inh
O=C1CCCN1CCCn1cnc2c([nH]c3ccc(F)cc32)c1=O,1,-13,-7,-8,-4,5,0,3,-1
COCCOC(=O)c1c(C)nc(SCC(=O)Nc2cccc3ccccc23)c(C#N)c1-c1ccco1,-2,-16,-1,8,-11,-5,0,0,-6[fluorescence artefact?]
NC(=S)NNC(=O)Nc1ccc(Cl)c(Cl)c1,13,-20,-9,4,-6[fluorescence artefact?],7,4,5,-26
CCn1ccc(=N)cc1,16,-3,-15,18,-3,-3,-1,4,25
O=C(C[N+]1(CC#Cc2ccccc2)CCOCC1)c1ccc(Cl)cc1,0,-1,-21,8,-2,-8,2,-4,16
CCc1cc2c(=O)n(-c3ccccc3)cnc2s1,16,-7,-9,-3,1,5,-3,7,12
COc1cccc(C2c3c(-c4ccccc4)n[nH]c3C(=O)N2c2ccc(C(=O)O)cc2)c1 (stereo not drawn),17,-3,-2,-3,2,-1,-1,5,35
CS(=O)(=O)N(CC(=O)NC1CCCC1)Cc1ccc(F)cc1,7,-12,-6,-4,2,1,-1,-2,-11
O=C(/C=C/c1ccc2c(c1)OCO2)NCc1ccc(F)cc1,-1,-8,-11,-1,7,-2,3,1,-4
CCOC(=O)c1c(N2C(=O)C3C4C=CC(O4)C3C2=O)sc2c1CCCC2 (stereo not drawn),2,-9,-1,/,0,2,-1,-9,5
Fc1ccc(COc2ccc(Br)cc2CNCc2ccncc2)cc1,19,-5,-3,-1,9,-2,-1,-1,84*
CN(C)c1cccc2c1c(NC(=O)c1ccc(Cl)cc1)nn2C,11,-4,-6,4,7,3,-1,1,-9
COc1ccc(CN(C)Cc2cc(=O)n3ccsc3n2)c(OC)c1OC,4,-7,-17,-6,-2,-4,-2,-3,-1
CCOc1cc(/C=C2/NC(=O)N(CC(=O)Nc3cccc(C)c3)C2=O)ccc1OCC(N)=O,-4,-25,-9,17,4,0,-3,-7,20
Cc1ccc2c(c1)N(CC(=O)N1CCCc3ccccc31)C(=O)CO2,15,0,-3,4,-3,-4,-3,-2,-7

# Continued, overlapping the part above by five compounds.
SMILES,FXIIa inh 1536,hK5 inh,Mdm2 ligase inh,Rad51 HR inh,eIF4E 4G PPI,p97 inhibitor,Wee1 stabilizer,FXIa inh,14-3-3 Bad inh
Fc1ccc(COc2ccc(Br)cc2CNCc2ccncc2)cc1,19,-5,-3,-1,9,-2,-1,-1,84*
CN(C)c1cccc2c1c(NC(=O)c1ccc(Cl)cc1)nn2C,11,-4,-6,4,7,3,-1,1,-9
COc1ccc(CN(C)Cc2cc(=O)n3ccsc3n2)c(OC)c1OC,4,-7,-17,-6,-2,-4,-2,-3,-1
CCOc1cc(/C=C2/NC(=O)N(CC(=O)Nc3cccc(C)c3)C2=O)ccc1OCC(N)=O,-4,-25,-9,17,4,0,-3,-7,20
Cc1ccc2c(c1)N(CC(=O)N1CCCc3ccccc31)C(=O)CO2,15,0,-3,4,-3,-4,-3,-2,-7
Cc1cccc(CN2CCCC(C(=O)c3ccc4c5c(cccc35)CC4)C2)n1 (stereo not drawn),7,0,6,-3,1,-1,0,0,-5
CCOC(=O)C1CCN(C(=O)Nc2ccc(Cl)cc2)CC1,5,14,-10,7,0,1,-2,-6,6
COC(=O)[C@@H](NC(=O)O[C@H]1C(=O)c2ccc(OC)cc2O[C@@H]1c1ccc2c(c1)OCO2)C(C)C,4,-13,/,-4,4[fluorescence artefact?],-4,-1,-4,11[fluorescence artefact?]
O=C(NCCN1CCN(Cc2ccccc2)CC1)C1c2ccccc2C(=O)N2CCc3ccccc3C12 (stereo not drawn),18,2,4,-6,4,-2,-2,5,26
O=C1C2CCCN2C(=O)N1CCCCN1CCN(c2ccccc2)CC1 (stereo not drawn),6,-11,-3,/,0,0,3,6,39[fluorescence artefact?]
CC(=O)C1=C(O)C(=O)N(CCCO)C1c1ccccc1 (stereo not drawn),11,-3,-9,-3,3,-2,-2,3,21
COc1ccc(CCN2C(=NC(C)=O)SC3CS(=O)(=O)CC32)cc1OC (stereo not drawn),1,-7,6,/,0,-3,3,-7,-5
CC1=C([N+](=O)[O-])C(c2cccc(Br)c2)C2=C(N1)c1ccccc1C2=O (stereo not drawn),-7,-3,-12,3,-17[fluorescence artefact?],4,-3,0,-29[fluorescence artefact?]
COc1ccc2c(C)c(C)c(=O)oc2c1OC,10,1,-6,4,6,-2,-3,-3,5
O=C(OCC#CCSc1nnc(-c2ccncc2)o1)c1sc2ccccc2c1Cl,24,-15,-28,/,-31[fluorescence artefact?],-9,-2,15,4
O=C(O)c1ccc(-c2nc(-c3ccc(Cl)c(Cl)c3)cs2)cc1,4,-3,-9,2,2,-1,-3,1,8
Clc1nc(NCCN2CCOCC2)nc(NCc2ccccc2)n1,7,-6,-9,/,0,0,0,-2,0
